Screening data: PubChem, several laboratories
SUMO Mot1 rescue = yeast Mot1-301 growth rescue at high temperature, primary screen, SUMOylation pathway inhibitor project, S. cerevisiae, ATP luminescence, 38.5C. S. cerevisiae Mot1-301 growth rescue; percent above DMSO median, 100 means doubled. growth rescue, % at 18.8 µM. hit rate 1% among 320,000. AID 2716, 2010;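 active = every valid replicate shows activation above 250% relative to neutral control wells; inactive = the rest, any valid replicate at or below 250%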;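 also: OY570 slx delta 5 strain wells were the positive control but not used for scaling; some compounds called inactive have numbers as strong as hits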
PKA-R1A act = activators of PKA-R1A holoenzyme, primary screen, biochemical, fluorescence polarization, Cy5-IP20, bovine R1A, mouse PKAc | cAMP-dependent protein kinase type I-alpha regulatory subunit (Bos taurus) + … | PKA-R1A dissociation; scaled: DMSO 0%, 113 µM cGMP 100% | activation, % at 11.4 µM | hit rate 0.083% among 340,000;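 active = percent activation above the mean of all tested compounds plus 3 SD, cut at about 19% in these data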;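 also: higher means more PKAc released from R1A so a rise in polarization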
MOR-DOR ag = agonists of OPRM1-OPRD1 heterodimerization, primary screen, cell-based, luminescence; activation, % at 9.3 µM; hit rate 0.3% among 340,000; cells; AID 504326, 2011; in the data active = activation above about 18%;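 also: 0% = vehicle-treated cells and 100% = reference agonist; values of inactives mirror those of a sister screen read the other way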
Arr AP2 block = inhibitors of beta-arrestin/AP2 binding, primary screen, biochemical, GPCR trafficking, flow cytometry; beta-arrestin 1 C-terminal peptide binding to AP2 beta2-adaptin appendage (human); FITC-arrestin peptide / GST-AP2 beads; AP2 beta2 appendage carries R879A mutation; inhibition, % at 10 µM; hit rate 0.31% among 340,000;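 active = inhibition above a set limit, near 3 SD of compounds lacking own fluorescence, cut at about 54% in these data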;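 also: plate controls were DMSO wells for no effect and 5 µM unlabelled arrestin peptide for full effect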
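System: GST-AP2 R879A glutathione beads. Medium: PBS with 0.05% Tween 20 and 0.1% BSA. Also added: FITC-arrestin peptide, 50 nM. Incubation: 12 min plus 1 h, RT. Measured by: high-throughput flow cytometry of beads, ex 488, em 535 nm. Evaluation: percent drop in bead-associated FITC signal.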
phage Ecoli inh = growth loss of phage-infected E. coli, primary screen, RecBCD inhibitor project, absorbance, with phage, HTS; inhibition, % at 11.9 µM; hit rate 0.26% among 360,000; in the data active = inhibition above about 11%
Tat transport = E. coli Tat export inhibitors, primary screen, MC4100, TorA-mCherry reporter, fluorescence, single point. hit rate 0.036% among 340,000. AID 488895, 2010. inhibition, % at 10 µM;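 active = mean replicate inhibition at least 50% and at least half of replicates individually reaching 50%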;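 also: exported cargo escapes ClpAP degradation while cytoplasmic cargo is degraded and loses fluorescence; 0% = median of neutral control wells and 100% = median of NaSCN control wells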
Ecoli viability = E. coli V3065 growth inhibition, primary screen, counter-screen for AddAB inhibitor project, absorbance, OD600; 18 h; inhibition, % at 11.9 µM; hit rate 0.27% among 330,000;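 active = inhibition above the campaign's mean inhibition across all tested compounds plus 3 SD, cut at about 9.9% in these data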;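 also: uninfected addAB+ strain grown without phage in ampicillin broth; 0% = DMSO wells and 100% = ciprofloxacin 0.95 µg/ml wells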
AddAB inh = growth inhibition of E. coli expressing H. pylori AddAB, primary screen, AddAB inhibitor project, absorbance; inhibition, % at 11.9 µM; hit rate 0.29% among 330,000; in the data active = inhibition above about 12%;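 also: 0% = vehicle wells of infected cells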
Pemphigus Ab inh = inhibitors of pemphigus antibody binding to DSG3, primary screen, biochemical, bead-based, flow cytometry, scFv-GFP | DSG3-coupled beads, scFv-anti-DSG3-GFP binding; hits give low values | hit rate 0.48% among 310,000 | binding (percent of control), % at 10 µM | Desmoglein-3 (Homo sapiens), P32926;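 active = binding more than 3 SD below its plate's average and above zero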;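 also: hits lower antibody fragment binding to DSG3; some compounds called inactive have numbers as strong as hits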
Target sequence (P32926 whole entry, looked up, the tested form may be a part): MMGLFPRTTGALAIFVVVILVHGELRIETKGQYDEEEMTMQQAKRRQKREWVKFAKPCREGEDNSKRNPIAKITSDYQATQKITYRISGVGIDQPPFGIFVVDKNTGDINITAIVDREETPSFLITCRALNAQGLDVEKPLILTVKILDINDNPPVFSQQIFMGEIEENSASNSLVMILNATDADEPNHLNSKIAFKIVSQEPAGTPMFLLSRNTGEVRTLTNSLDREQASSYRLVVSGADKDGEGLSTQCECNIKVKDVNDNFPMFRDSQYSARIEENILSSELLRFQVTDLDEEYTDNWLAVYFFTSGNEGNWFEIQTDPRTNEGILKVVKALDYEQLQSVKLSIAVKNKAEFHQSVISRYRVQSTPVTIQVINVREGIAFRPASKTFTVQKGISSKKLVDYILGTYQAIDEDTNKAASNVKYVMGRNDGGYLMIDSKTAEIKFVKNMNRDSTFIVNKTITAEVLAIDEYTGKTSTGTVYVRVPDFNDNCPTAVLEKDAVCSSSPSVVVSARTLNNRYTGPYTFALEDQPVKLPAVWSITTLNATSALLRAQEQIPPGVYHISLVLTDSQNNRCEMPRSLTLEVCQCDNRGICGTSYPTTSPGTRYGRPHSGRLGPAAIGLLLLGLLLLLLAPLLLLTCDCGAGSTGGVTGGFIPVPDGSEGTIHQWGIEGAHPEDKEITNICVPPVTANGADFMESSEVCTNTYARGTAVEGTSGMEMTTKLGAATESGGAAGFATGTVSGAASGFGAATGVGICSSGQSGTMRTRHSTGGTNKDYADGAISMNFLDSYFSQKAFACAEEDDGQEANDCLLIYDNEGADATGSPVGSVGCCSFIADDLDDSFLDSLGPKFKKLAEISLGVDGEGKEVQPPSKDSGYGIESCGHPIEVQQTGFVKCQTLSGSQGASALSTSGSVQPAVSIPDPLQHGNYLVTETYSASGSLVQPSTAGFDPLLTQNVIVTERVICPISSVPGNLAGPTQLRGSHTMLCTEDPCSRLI
PfHsp90 yeast 2 = growth inhibition of PfHsp90-expressing yeast, primary screen, antimalarial PfHsp90 inhibitor project, S. cerevisiae, BacTiter-Glo luminescence, single point, set 2; AID 504621, 2011; hit rate 0.32% among 310,000; inhibition, % at 9.4 µM; BacTiter-Glo ATP, 48 h; yeast lacking PDR1 and PDR3 efflux regulators;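 active = every replicate shows inhibition above about 80%, whatever the replicate mean, limit read from the data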;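 also: 0% = DMSO neutral controls and 100% = 20 µM radicicol positive controls; yeast relying on Plasmodium falciparum Hsp90 in place of its own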
MOR-DOR inv ag = inverse agonists of MOR-DOR heterodimerization, primary screen, cell-based, luminescence. Mu-type opioid receptor (Homo sapiens) + Delta-type opioid receptor (Homo sapiens), …. cell-based MOR-DOR heterodimer luminescence, inverse agonism. inhibition, % at 9.3 µM. hit rate 0.21% among 340,000; in the data active = inhibition above about 22%, passing the limit was not always enough;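 also: 0% = cells with DMSO and 100% = wells without cells with DMSO; values of inactives mirror those of a sister screen read the other way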
* hit, by the source's call; . = no result given.

#1 O=C(O)c1cccc(NC(=O)c2cn(-c3ccccc3)nc2-c2ccc(F)cc2)c1
#2 Cc1ccc(Nc2nc3c([nH]2)c(=O)n(C)c(=O)n3C)cc1
#3 N#Cc1ccc(COn2nnc3ccccc32)cc1
#4 Cc1cccc(OCC(=O)Nc2sc3c(c2C#N)CCC3)c1
#5 O=C(COc1cccc2ccccc12)N1CCN(c2ccccc2)CC1
#6 Cc1nnc(NC(=O)C2CCCN(c3ncccn3)C2)s1 (centres undefined)
#7 O=C(O)C1C2CCC(O2)C1C(=O)NCc1ccncc1 (centres undefined)
#8 CC(=O)c1ccc(NC(=O)CSc2nnc(Cn3c(=O)sc4ccccc43)n2C)cc1

| compound no. | 1 | 2 | 3 | 4 | 5 | 6 | 7 | 8 |
| --- | --- | --- | --- | --- | --- | --- | --- | --- |
| SUMO Mot1 rescue | -15 | 6 | 1 | -12 | 282 | 11 | -13 | 102 |
| PKA-R1A act | -3 | -3 | -1 | 10 | -6 | 4 | -14 | 9 |
| MOR-DOR ag | -1.3 | -0.5 | -1.4 | 1.7 | 2.8 | 0.3 | -2.3 | -2.9 |
| Arr AP2 block | 3 | -2 | 10 | 0 | 4 | 5 | 1 | 1 |
| phage Ecoli inh | 0.7 | 1.2 | 3.2 | 1.8 | 1.2 | 3.5 | 1.9 | 4.1 |
| Tat transport | -3 | 0 | 7 | -11 | 2 | 4 | -5 | -11 |
| Ecoli viability | 0.2 | 0.2 | -0.1 | -1.1 | -1.4 | -1.9 | 1.4 | 0.0 |
| AddAB inh | 3.1 | 2.2 | 1.9 | 1.4 | 3.7 | 1.1 | -1.2 | 3.0 |
| Pemphigus Ab inh | 110 | 96 | 108 | 98 | 108 | 105 | 106 | 107 |
| PfHsp90 yeast 2 | -27 | -13 | 2 | -12 | . | 11 | 7 | 7 |
| MOR-DOR inv ag | 7 | 3 | 8 | -9 | -14 | -2 | 13 | 15 |

As entered above:
Entry for `N#Cc1ccc(COn2nnc3ccccc32)cc1` under Ecoli viability: -0.1
Entry for `O=C(COc1cccc2ccccc12)N1CCN(c2ccccc2)CC1` under SUMO Mot1 rescue: 282
Entry for `Cc1nnc(NC(=O)C2CCCN(c3ncccn3)C2)s1` (centres undefined) under SUMO Mot1 rescue: 11
Entry for `Cc1ccc(Nc2nc3c([nH]2)c(=O)n(C)c(=O)n3C)cc1` under SUMO Mot1 rescue: 6
Entry for `Cc1cccc(OCC(=O)Nc2sc3c(c2C#N)CCC3)c1` under PKA-R1A act: 10

An excerpt from above in order of the Arr AP2 block value, smallest number first:
item	compound	Arr AP2 block
2	Cc1ccc(Nc2nc3c([nH]2)c(=O)n(C)c(=O)n3C)cc1	-2
8	CC(=O)c1ccc(NC(=O)CSc2nnc(Cn3c(=O)sc4ccccc43)n2C)cc1	1
6	Cc1nnc(NC(=O)C2CCCN(c3ncccn3)C2)s1 (centres undefined)	5

Further records
#9 CC(C(=O)O)c1cccc(Oc2ccccc2)c1 (centres undefined)
#10 CCN1CCN(c2sc(S(C)(=O)=O)nc2S(=O)(=O)c2ccc(C)cc2)CC1
#11 CCCn1cnc2cc(NCc3ccccn3)ccc21
#12 COC(=O)CCCCC1SCC(NC(=O)c2ccccc2)C1=O (centres undefined)
#13 c1coc(CNC2C3CC4CC(C3)CC2C4)c1 (centres undefined)
#14 O=C(NCc1ccc2c(c1)OCO2)NC1CCCCC1
#15 CC(N=C1NS(=O)(=O)c2ccccc21)C(=O)NCCCc1ccccc1 (centres undefined)
#16 CCS(=O)(=O)Nc1cccc(C2=NN(S(=O)(=O)c3ccc(C)cc3)C(c3cccs3)C2)c1 (centres undefined)

| compound no. | 9 | 10 | 11 | 12 | 13 | 14 | 15 | 16 |
| --- | --- | --- | --- | --- | --- | --- | --- | --- |
| SUMO Mot1 rescue | . | 1 | 6 | 352 | -4 | 434 | 53 | -22 |
| PKA-R1A act | 5 | -15 | -4 | 1 | -17 | 1 | 2 | 3 |
| MOR-DOR ag | -1.6 | -0.5 | 3.7 | -0.2 | 0.9 | -1.2 | -1.6 | -3.2 |
| Arr AP2 block | 3 | 19 | 14 | 2 | 5 | 5 | -15 | -1 |
| phage Ecoli inh | 1.8 | 2.2 | 1.4 | 3.9 | 2.4 | 3.5 | 0.1 | 1.6 |
| Tat transport | 1 | -5 | 1 | -1 | -8 | 15 | 6 | 21 |
| Ecoli viability | . | -0.8 | 2.3 | -0.5 | 1.4 | 0.5 | -1.9 | -0.3 |
| AddAB inh | . | 3.5 | 1.4 | 1.2 | 3.0 | 1.7 | 1.4 | 2.0 |
| Pemphigus Ab inh | 104 | 93 | 96 | 102 | 97 | 89 | 106 | 120 |
| PfHsp90 yeast 2 | -16 | 12 | 7 | 10 | 7 | -36 | -15 | 13 |
| MOR-DOR inv ag | 9 | 3 | -22 | 1 | -5 | 6 | 7 | 17 |

The last 2 entries of the section before come first, to join the parts.
#15 CC(N=C1NS(=O)(=O)c2ccccc21)C(=O)NCCCc1ccccc1 (centres undefined)
#16 CCS(=O)(=O)Nc1cccc(C2=NN(S(=O)(=O)c3ccc(C)cc3)C(c3cccs3)C2)c1 (centres undefined)
#17 Cc1c(Cl)cccc1NC(=O)C1Cc2ccccc2CN1C(=O)c1ccccc1 (centres undefined)
#18 NS(=O)(=O)c1cccc(NC(=O)CSc2n[nH]c(-c3ccccc3Br)n2)c1
#19 COc1ccc2[nH]cc(C(=O)CN3CCCC(C)C3)c2c1 (centres undefined)
#20 CC(C)[C@H](NS(=O)(=O)c1ccccc1)C(=O)OCC(=O)NC(=O)c1cccn1C
#21 CC(=O)Nc1sc(C)c(C)c1C(=O)OCC(=O)N(CC(C)C)c1c(N)n(Cc2ccccc2)c(=O)[nH]c1=O
#22 CCOc1ccc(CN2CCN(Cc3cc4ccccc4o3)CC2CCO)cc1 (centres undefined)

| compound no. | 15 | 16 | 17 | 18 | 19 | 20 | 21 | 22 |
| --- | --- | --- | --- | --- | --- | --- | --- | --- |
| SUMO Mot1 rescue | 53 | -22 | 176 | . | -7 | -6 | -5 | 12 |
| PKA-R1A act | 2 | 3 | 1 | 0 | -12 | -1 | 2 | 4 |
| MOR-DOR ag | -1.6 | -3.2 | -1.7 | -3.8 | -1.5 | -1.9 | -3.9 | -0.3 |
| Arr AP2 block | -15 | -1 | 24 | 30 | 0 | 8 | 27 | 66* |
| phage Ecoli inh | 0.1 | 1.6 | 3.6 | 3.5 | 3.2 | 0.6 | 1.8 | 0.1 |
| Tat transport | 6 | 21 | 2 | -4 | -1 | -8 | -2 | 27 |
| Ecoli viability | -1.9 | -0.3 | 0.4 | . | -2.1 | 2.3 | -0.1 | -1.2 |
| AddAB inh | 1.4 | 2.0 | 3.2 | . | -3.5 | 6.2 | -0.7 | 1.2 |
| Pemphigus Ab inh | 106 | 120 | 99 | . | 108 | 102 | 99 | 115 |
| PfHsp90 yeast 2 | -15 | 13 | -31 | 0 | -6 | -21 | . | -7 |
| MOR-DOR inv ag | 7 | 17 | 10 | 15 | 9 | 11 | 20 | 1 |
